Assay outcomes (PubChem)
m5-HT2A agonist: activates the mouse 5-HT2A serotonin receptor. CHO-K1 mHTR2A beta-arrestin complementation, luminescence; percent of 30 µM serotonin response. P35363. activation, % at 7.6 µM. 360,000 tested, 0.66% active;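 active = activation above a run cutoff, the mean activation of all tested compounds plus 3 SD, cut at about 14% in these data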;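 note: 0% = plate median of compound wells and 100% = 30 µM serotonin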
Vif inh: HIV Vif inhibition. HEK293T cells, Vif self-association by quenched fluorescence, imaging, 24 h. inhibition, % at 7.49 µM. 340,000 tested, 0.35% active; in the data active = inhibition above about 50%, passing the limit was not always enough; inconclusive = no clear call, values can overlap the other calls; inactive = below about 31%; note: some results filed as inactive read as strong as hits
CaV13 FRET inh: Disruptors of the CACNA1D IQ motif to Ca2+-dependent inactivation inhibitor domain association, primary screening, Förster resonance energy transfer in intact living …; HEK cells, CFP/YFP FRET ICDI-IQ, plate reader, 10 min; percent FRET-ratio fall versus neutral wells; inhibition, % at 12.3 µM; 340,000 tested, 0.098% active; AID 743397;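 active = mean replicate inhibition of at least 30% and at least 1% of replicates passing that level; inconclusive = only one of the two criteria is met; inactive = neither criterion is met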;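 note: 0% = median of the neutral control wells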
Glyco luc inh: blocks N-linked glycosylation in D54 reporter cells; reporter increase, % at 12.5 µM; 360,000 tested, 0.23% active; D54 ERlucT glycosylation luciferase reporter, 24 h; percent of 100 nM tunicamycin response; AID 588692;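 active = mean luciferase reporter signal, scaled so untreated is 0 and the glycosylation-blocking control 100, at or above a set limit in every replicate; inconclusive = mean reaches the limit but not every replicate does; inactive = mean below the limit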;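 note: luciferase carries N-glycosylation sites so blocking glycosylation raises the light; 0% = median of neutral control wells and 100% = median of 100 nM tunicamycin wells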
PDI turbidity: PDI (human) enzyme inhibition; AID 588391; inhibition, % at 10 µM; 350,000 tested, 0.052% active; P07237; PDI insulin aggregation turbidity, A650, 90 min;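 active = mean inhibition across replicates of 30% or more, whatever share of single replicates reach that level; inconclusive = mean inhibition below 30% while every single replicate reaches 30%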;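 note: absorbance from insulin aggregation driven by PDI reduction with DTT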
aDG glyco act: increases alpha dystroglycan glycosylation | Pro5-aDG cells, alpha-DG glycosylation AlphaScreen (IIH6); 0% Pro5, 100% B10-LARGE cell signal | 360,000 tested, 0.22% active | activation, % at 10 µM;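 active = activation of at least 8% versus controls, or a plate z-score of at least 8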;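 note: Pro5 are CHO cells carrying HIG-tagged alpha-DG that lacks glycosylation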
iPSC survival up: increases survival of single human iPS cells | 360,000 tested, 0.044% active | survival enhancement, % at 20 µM | AID 602274 | hiPSC single-cell survival, ATPlite luminescence; 100% = ROCK inhibitor wells, 0% = DMSO; in the data active = survival enhancement above about 18%;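 note: cells exposed to compounds for 16 hours before the ATP read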
Exocytosis inh: lytic granule exocytosis inhibition; TALL-104 LAMP-1 surface exposure, flow cytometry; cells stimulated with thapsigargin and PMA; inhibition, % at 10 µM; 360,000 tested, 0.66% active; AID 651702;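 active = inhibition above about 55%, limit read from the data; inconclusive = no clear call, values can overlap the other calls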
Cardio protect: modulators protecting cardiomyocytes from myocardial damage. H9c2 cardiomyocytes, H2O2 injury protection, ATPLite, 2 h. protection from H2O2 cell death, % at 20 µM. 360,000 tested, 0.63% active;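 active = compounds giving at least 50% protection of heart cells from peroxide-induced death in the single-dose screen, raw or plate-pattern-corrected value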;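 note: 0% = DMSO wells with peroxide and 100% = DMSO wells without peroxide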
ABCB6 inh 2: human ABCB6 transporter inhibition; Q9NP58; K562-ABCB6 porphyrin accumulation, flow cytometry, 1 h; hits give low values; fluorescence ratio to DMSO, % at 10 µM; 360,000 tested, 0.19% active; AID 602162;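 active = fluorescence ratio to DMSO below 75%, the collection mean minus 3 SD; inconclusive = too few cells collected in the well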;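 note: signal is porphyrin accumulated inside mitochondria; 100% equals median channel fluorescence of DMSO control wells; lower ratio means ABCB6 inhibition with less porphyrin fluorescence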
Target sequence (Q9NP58 whole entry, looked up): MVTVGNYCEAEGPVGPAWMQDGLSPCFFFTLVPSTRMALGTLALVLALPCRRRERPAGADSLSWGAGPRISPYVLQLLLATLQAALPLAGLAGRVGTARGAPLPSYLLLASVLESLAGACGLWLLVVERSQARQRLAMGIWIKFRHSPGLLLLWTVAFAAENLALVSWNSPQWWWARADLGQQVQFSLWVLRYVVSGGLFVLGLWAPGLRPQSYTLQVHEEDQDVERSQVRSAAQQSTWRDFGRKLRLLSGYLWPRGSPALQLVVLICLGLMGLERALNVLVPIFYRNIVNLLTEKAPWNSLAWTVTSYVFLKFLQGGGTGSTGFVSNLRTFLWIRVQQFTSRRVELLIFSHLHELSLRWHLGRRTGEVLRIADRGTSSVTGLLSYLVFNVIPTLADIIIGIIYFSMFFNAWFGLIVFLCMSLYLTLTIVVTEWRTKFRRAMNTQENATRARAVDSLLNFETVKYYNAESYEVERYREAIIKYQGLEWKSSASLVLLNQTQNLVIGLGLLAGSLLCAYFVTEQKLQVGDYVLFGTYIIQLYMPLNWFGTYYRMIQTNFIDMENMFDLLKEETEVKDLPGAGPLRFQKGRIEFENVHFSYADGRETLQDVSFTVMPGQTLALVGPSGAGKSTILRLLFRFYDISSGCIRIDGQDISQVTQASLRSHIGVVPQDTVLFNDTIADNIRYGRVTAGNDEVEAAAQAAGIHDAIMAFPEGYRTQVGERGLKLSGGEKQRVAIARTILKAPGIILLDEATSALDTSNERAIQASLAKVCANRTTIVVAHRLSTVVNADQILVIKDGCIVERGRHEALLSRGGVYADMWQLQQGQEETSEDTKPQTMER
An asterisk follows results filed as active; ? = inconclusive; . = no result given.

SMILES	m5-HT2A agonist	Vif inh	CaV13 FRET inh	Glyco luc inh	PDI turbidity	aDG glyco act	iPSC survival up	Exocytosis inh	Cardio protect	ABCB6 inh 2
COCCN(C(=O)Cn1nnc2ccccc21)C(C(=O)NC1CCCC1)c1ccc(OC)cc1OC (stereo unspecified)	0	5	.	-1	-1	0.0	-0.5	16	9	102
C=CCn1c(N)cc(=O)nc1SCC(=O)Nc1cccc2ccccc12	4	7	-3	3	9	0.2	0.2	-1	3	94
CN(C)S(=O)(=O)N(CC(=O)N1CCC(Cc2ccccc2)CC1)c1ccccc1	-1	-4	-2	-2	2	1.3	-0.8	-3	-8	91
CC(=O)NCCC(=O)Nc1cccc(S(=O)(=O)N(C)c2ccccc2)c1	-3	-16	-3	1	1	-0.3	2.5	2	6	108
COc1ccccc1C(=O)NC1CC2CCC(C1)N2Cc1ccccc1 (stereo unspecified)	-4	18	-5	-4	2	-0.3	-0.1	-1	6	96
CCCC(=O)Oc1ccc(C2NC(=O)c3ccccc3O2)cc1 (stereo unspecified)	5	1	-3	3	0	0.0	-0.1	1	10	98
C(=N\n1cnnc1)/c1ccc(N2CCOCC2)cc1	2	-1	-8	1	1	0.4	-2.1	0	-5	98
C=CCn1c(SCc2c(F)c(F)c(F)c(F)c2F)nc(O)cc1=O	-1	-3	-3	1	0	0.3	0.1	-2	4	95
Cc1ccc(C)c(-n2c(CNC(=O)c3ccco3)nnc2SCC(=O)N2CCc3ccccc32)c1	1	.	.	0	-7	0.2	-1.5	-4	6	98
Cc1nc(Nc2ccc(Cl)cc2)c(C#N)c(=O)[nH]1	0	14	8	0	-8	0.0	-0.6	-5	12	102
NC(c1ccncc1)c1ccc(Cl)cc1 (stereo unspecified)	-3	1	-6	0	16	0.3	-0.4	-3	6	97
C/C(=N\NC(=O)c1ccco1)c1ccc(NC(=O)C(F)(F)F)cc1	-4	2	.	1	1	-0.3	1.7	-12	7	102
COc1ccc2c(c1OC)C(=O)N(c1nc(SC)n[nH]1)C2=O	3	1	-3	1	2	-0.1	-0.4	1	-1	95
Cc1ccc(NC(=O)COC(=O)COc2cccc3c2OC(C)(C)C3)c(C)c1	6	-10	-7	0	-2	0.0	0.1	-2	7	100
CC1=C(C(=O)OC(C)C)C(c2cccs2)NC(=S)N1 (stereo unspecified)	-2	1	-17	2	4	-0.3	-1.1	4	4	99
O=C(COC(=O)c1ccccc1)Nc1ccc(Cl)cn1	5	2	-8	0	-6	-0.3	-1.2	0	-2	104
CS(=O)(=O)n1nc(OC(=O)c2cc(Br)ccc2Cl)cc1N	0	-1	-3	0	6	-0.3	-0.1	1	1	98
Cc1cc(Cl)ccc1OC(C)C(=O)OCC(=O)c1ccc[nH]1 (stereo unspecified)	0	-4	-6	-3	0	-0.3	-3.4	30	-5	93
CCOC(=O)C1=C(c2ccccc2)c2ccccc2OC1C(=O)OCC (stereo unspecified)	-3	5	-6	-2	4	0.1	0.9	-2	-4	100
Nc1c(C(=O)OCC(=O)NCc2ccccc2)[nH]c(=O)[nH]c1=O	5	.	-17	1	4	-0.2	0.8	2	1	104

2 entries from above, bar-delimited:
Structure | m5-HT2A agonist | Vif inh | CaV13 FRET inh | Glyco luc inh | PDI turbidity | aDG glyco act | iPSC survival up | Exocytosis inh | Cardio protect | ABCB6 inh 2
C/C(=N\NC(=O)c1ccco1)c1ccc(NC(=O)C(F)(F)F)cc1 | -4 | 2 | . | 1 | 1 | -0.3 | 1.7 | -12 | 7 | 102
CC1=C(C(=O)OC(C)C)C(c2cccs2)NC(=S)N1 (stereo unspecified) | -2 | 1 | -17 | 2 | 4 | -0.3 | -1.1 | 4 | 4 | 99

The listing continues.
SMILES	m5-HT2A agonist	Vif inh	CaV13 FRET inh	Glyco luc inh	PDI turbidity	aDG glyco act	iPSC survival up	Exocytosis inh	Cardio protect	ABCB6 inh 2
COC(=O)c1ccc(NC(=O)CSCc2ccc(C)cc2)cc1	-1	11	-5	1	-4	-0.1	2.9	1	-10	122
CC(=O)c1c(C)[nH]c(C(=O)COC(=O)c2cc(C)oc2C)c1C	1	-19	-5	0	5	1.7	-1.1	-1	-21	94
CN(C(=O)CSc1nnc(-c2ccncc2)n1Cc1ccccc1)C1CCS(=O)(=O)C1 (stereo unspecified)	5	0	.	3	11	0.0	-0.5	2	4	98
COc1cc(C=C2NC(=O)NC2=O)ccc1O	1	-4	-6	0	0	0.2	9.4	5	2	98
O=C(OCc1ccc(Br)cc1F)c1cc2ccccc2oc1=O	-1	-3	-4	-1	0	0.0	0.2	17	-3	95
COc1ccc(CCNC(C(=O)Nc2cc(C)cc(C)c2)c2ccccc2)cc1 (stereo unspecified)	1	5	.	-1	4	1.0	0.0	-2	-12	95
CCOc1ccc(N2C(=O)CC(SCCN)C2=O)cc1 (stereo unspecified)	5	10	-3	-4	-2	-0.1	-2.1	0	-8	99
CC(C)NC(=O)c1ccc(COCC(F)(F)C(F)F)cc1	6	21	-4	2	-4	0.1	0.0	-1	3	100
COc1ccc(CO[C@@H]2O[C@H](CO)[C@@H](O)[C@H](O)[C@H]2NC(C)=O)cc1OC	-2	1	-12	2	0	0.1	-0.8	6	-5	94
C[C@@H](C(=O)Nc1ccc2ccccc2c1)[C@@H]1C[C@@]1(C)[C@@H](NC(=O)c1cnccn1)c1ccccc1	-18	10	-12	4	1	0.1	2.1	-2	-5	99
CC(=O)CCC(=O)c1ccc2ccccc2c1	-2	3	-3	-2	2	-0.1	0.6	-1	-5	96
O=S(=O)(c1ccc(Oc2ccc(Cl)cc2)nc1)N1CCOCC1	6	-18	-6	-1	4	0.1	0.8	-13	-7	100
Cc1ccc(C)c(S(=O)(=O)N2CCCC2CNC(=O)C(=O)NCc2cccs2)c1 (stereo unspecified)	3	-4	-1	-4	-4	0.1	-0.4	9	-2	98
Cc1ccccc1C(=O)N1CCC[C@@H]1C(=O)N1CCC[C@H]1C(=O)NCc1ccncc1	6	.	-5	.	.	-0.2	-0.3	-5	.	98
COc1cc2c(cc1OC)CN(CC(=O)Nc1ccc(C)c(C)c1)CC2	-11	-12	-21	0	-4	0.0	-0.2	-3	0	100
Cc1nc2cc3ccccc3cc2c(=O)[nH]1	-5	2	-7	8	5	-0.5	1.3	0	-10	112
CC1(C(=O)NCc2cccc3ccccc23)CCN1Cc1ccc(-c2ccccc2)o1 (stereo unspecified)	-8	.	-4	-3	-7	0.8	3.9	26	6	92
COCCn1c(SCC(=O)NCc2ccccc2)nnc1-c1ccco1	-5	6	-4	2	6	-0.1	-2.1	4	3	100
O=C(CCNC(=O)c1ccccc1Cl)Nc1ccc2c(c1)OCCO2	-16	-2	-13	0	-5	-0.1	5.2	-7	4	97
O=c1[nH]c2ccsc2c(=O)n1-c1ccc(F)c(Cl)c1	-1	-1	-5	1	8	0.0	-1.5	3	-4	97
CC(C)NC(=O)c1cccc(C(F)(F)F)c1	4	-5	-6	1	-2	0.0	2.1	0	3	102
Cc1ccc(N=C(c2cccs2)N2CCOCC2)cc1	1	63*	-4	-3	5	0.1	-0.9	-2	8	101
CCOC(=O)c1ccc(N(CC(=O)NC2CCCCC2)C(=O)CNC(=O)c2ccco2)cc1	7	4	-7	2	-27	-0.1	-0.4	9	-6	93
CC1CCN(C(=O)Cn2c(=O)oc3ccccc32)CC1	0	18	.	2	-4	0.1	-1.8	2	3	100
COc1ccc(C(c2nnnn2C(C)C)N2CCN(C(=O)c3ccco3)CC2)cc1 (stereo unspecified)	-5	1	-7	1	2	0.0	0.4	-10	-3	107
COc1ccccc1/C=C/C(=O)c1ccccc1	-7	-2	-3	11	1	0.2	-0.7	-3	-14	95
COc1ccc2nc(SCc3cnc(C)nc3N)[nH]c2c1	-2	11	-9	-1	4	0.4	0.3	-6	-1	93
Cc1cc(C)c(S(=O)(=O)c2ccccc2)c(Cl)n1	-4	7	.	2	10	-0.1	0.4	2	1	96
CCCC(=O)Nc1nc2n(n1)C(c1ccccc1)CC(=O)N2 (stereo unspecified)	2	8	-3	4	-2	-0.2	-1.5	1	-2	97
C/C(=N\NC(=O)c1nn(C)cc1Br)c1cccc(NC(=O)C(C)(C)C)c1	3	.	.	-2	6	0.0	0.3	-3	-2	108
Cn1c(-c2ccc3c(c2)OCO3)cnc1NCc1cccc(Cl)c1	-3	2	.	0	-1	0.6	-1.8	-6	10	90
COc1ccccc1NC(=O)c1cc2c(CO)cnc(C)c2oc1=Nc1ccccc1	1	1	-18	-4	-12	-0.4	1.1	81*	5	91
CC(C)(C)c1[nH]nc2c1C(c1ccccc1OC(=O)N1CCOCC1)C(C#N)=C(N)O2 (stereo unspecified)	0	-4	.	0	1	0.0	-0.5	-1	-2	98
O=C(COc1ccc(Br)cc1Br)NNC(=O)c1cccs1	5	-8	-3	0	7	-0.1	-0.3	-6	-11	98
Cc1ccc(NCN2C(=O)C3C4C=CC(C4)C3C2=O)cc1 (stereo unspecified)	-2	0	1	1	-2	-0.5	-2.1	-4	-4	102
CNc1nc(Nc2ccc([N+](=O)[O-])cc2)nc(OCC(F)(F)F)n1	2	28	-6	-6	-12	-0.1	-0.5	4	-3	98
O=C(CCC1CCCN(C(=O)Cc2cccc(F)c2)C1)N1CCN(c2ccccn2)CC1 (stereo unspecified)	6	21	-6	-3	3	0.0	-3.1	4	-4	93
CN=c1scc(-c2cccs2)n1/N=C/c1ccccc1O	7	-15	.	-25	2	0.9	-1.7	10	-16	92
Cc1cc(C)nc(N2CCCC(C(=O)NCC(c3ccccc3)c3ccccc3)C2)n1 (stereo unspecified)	1	1	-4	-3	1	0.0	-2.3	4	-3	95
COc1ccc2c(c1)cc1c(=O)n(CC(=O)NC(C)CCc3ccccc3)nc(C)n12 (stereo unspecified)	-6	-5	-5	0	-2	-0.5	-0.4	-1	0	98
Cc1ccc(NC(=O)c2ccc(CSc3nccc(C)n3)cc2)cc1	-4	?	.	-4	1	0.5	1.9	-6	8	88
COC(=O)c1cccc(Cn2c(Cl)c(/C=N/NC(=O)c3ccco3)sc2=O)c1	0	-3	-14	12	3	-0.3	-0.5	2	9	102
CCOC(=O)c1c(NC(=O)CN2CCCCC2)sc(CN(C)C)c1-c1ccccc1	6	1	-7	-3	8	1.0	0.9	4	-22	100
O=c1c(O)c(-c2ccc(O)cc2)oc2cc(O)cc(O)c12	-4	-13	.	-5	.	-0.1	-2.3	6	7	102
N=C1C(c2nc3ccccc3s2)=C(O)CN1C1CCCCC1	0	15	-4	-6	7	-0.2	-1.7	-5	-1	98
CCCc1nc2ccccc2c(C(=O)OCC(=O)Nc2c(C)n(C)n(-c3ccccc3)c2=O)c1CC	3	2	-19	-2	-2	0.2	-1.6	-1	0	102
Cc1ccc2nc(SCC(=O)Nc3cccc(S(N)(=O)=O)c3)[nH]c2c1	-6	0	-4	1	11	-0.1	0.7	7	-3	96
COc1ccccc1-c1nc(N)n[nH]1	2	4	-19	3	6	-0.1	-0.4	10	0	99
Cc1ccc2cccc(OCC(=O)Nc3cccc(S(=O)(=O)N4CCCC4)c3)c2n1	8	-18	-4	-1	-4	0.0	0.8	-2	17	92
CCS(=O)(=O)c1nc(S(=O)(=O)c2ccc(C)cc2)c(NCCCN2CCOCC2)s1	-5	-2	-4	-1	1	-0.3	-0.5	-1	-5	96
CC(C)CCc1c(O)nc(SCC(=O)N2CCCCCC2)[nH]c1=O	3	6	-3	3	-2	-0.1	-0.2	-11	-1	94
